LANA DNA inh: blocks KSHV LANA C-terminal domain binding to DNA; hit rate 0.078% among 340,000; MBP-C-LANA/FAM-LBS DNA binding, fluorescence polarization; inhibition, % at 9 µM;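 active means highest replicate inhibition at or above 60% at 9 µM, even if other replicates fall short; inactive means all replicates below 60% inhibition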;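 further: 0% = neutral control wells and 100% = 4 µM acridine orange control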
Arrestin-AP2 inh: inhibitors of human beta-arrestin and AP2 interaction; hit rate 0.31% among 340,000; AID 504490; FITC-arrestin peptide / GST-AP2 beads, flow cytometry; AP2 beta2 appendage carries R879A mutation; inhibition, % at 10 µM;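 active means inhibition above a set limit, near 3 SD of compounds lacking own fluorescence, cut at about 54% in these data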;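 further: plate controls were DMSO wells for no effect and 5 µM unlabelled arrestin peptide for full effect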
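test system = AP2 appendage R879A on GSH beads | buffer or medium = PBS plus Tween 20 (0.05%) and BSA (0.1%) | incubation = 12 min plus 1 h, RT | detection = bead flow cytometry, FITC channel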
SR-BI DiI-HDL act: activators of SR-BI mediated HDL lipid uptake | CHO ldlA[mSR-BI] cells, DiI-HDL uptake fluorescence, 3 h; 100 = double the neutral-control signal | hit rate 0.096% among 320,000 | AID 504775 | activation, % at 12.5 µM;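 active means mean replicate activation of at least 60% and every replicate at or above 60%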;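 further: 0% = median plate neutral-control signal and 100% = twice that signal; values of inactives mirror those of a sister screen read the other way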
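Assay system: CHO ldlA[mSR-BI] cells, LDL receptor-null, SR-BI overexpressing; medium: Ham's F12 with 0.5% BSA, HEPES 25 mM, pH 7.4; also added: DiI-HDL 10 µg/mL; timing: 3 h uptake period with compound, 37 °C; signal: DiI fluorescence, bottom read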
PKA-R2B activ: PKA-R2B complex activation; P22694+P31323; PKA-R2B holoenzyme dissociation, Cy5-IP20 fluorescence polarization; R2B truncated from residue 108, S112A mutant; 0% DMSO only, 100% 113 µM cGMP; activation, % at 11.4 µM; hit rate 0.079% among 340,000;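 active means activation above a cutoff set at the mean over all compounds plus 3 SD, cut at about 18% in these data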;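 further: higher means more holoenzyme dissociation and a rise in polarization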
Target sequence (P31323 whole entry, looked up, other chains not shown, the tested form may be a part): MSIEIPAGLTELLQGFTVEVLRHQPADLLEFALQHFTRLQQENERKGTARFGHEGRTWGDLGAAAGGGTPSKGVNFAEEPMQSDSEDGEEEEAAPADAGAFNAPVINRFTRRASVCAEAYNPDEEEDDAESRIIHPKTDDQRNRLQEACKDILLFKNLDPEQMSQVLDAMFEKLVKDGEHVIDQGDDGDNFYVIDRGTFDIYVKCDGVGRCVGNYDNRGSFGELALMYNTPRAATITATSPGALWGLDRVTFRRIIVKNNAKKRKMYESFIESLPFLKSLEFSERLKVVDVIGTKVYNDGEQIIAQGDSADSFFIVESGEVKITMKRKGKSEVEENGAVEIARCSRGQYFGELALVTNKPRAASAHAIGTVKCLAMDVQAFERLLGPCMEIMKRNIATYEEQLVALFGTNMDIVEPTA
Cardiac RTF inh: cardiac RTF calcium desensitization. IANBD-labeled cardiac RTF, Ca2+ fluorescence. P19429+P45379. hit rate 0.12% among 340,000. inhibition, % at 7.15 µM;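 active means inhibition above the mean inhibition of all tested compounds plus 3 SD, cut at about 17% in these data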;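 further: assay run at fixed EC70 calcium of 1.6 mM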
Keap1-Nrf2 PPI: inhibitors of human Keap1-Nrf2 protein-protein interaction. Q14145. Keap1 Kelch-Nrf2 peptide fluorescence polarization, 1536-well. inhibition, % at 9.4 µM. hit rate 0.15% among 340,000. AID 504523; in the data active means inhibition above about 12%;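 further: human Keap1 Kelch domain with fluorescein labeled Nrf2 9mer peptide probe; 0% = neutral control wells and 100% = peptide positive control; higher means more block of Keap1 binding to Nrf2 peptide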
DAGLB inhibitor: blocks human DAGLB lipase activity; Q8NCG7; HEK293T DAGLB membrane lysate, EnzChek fluorogenic substrate; inhibition, % at 5.17 µM; hit rate 0.059% among 340,000; AID 504411; in the data active means inhibition above about 34%;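 further: 0% = enzyme with vehicle and 100% = wells lacking enzyme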
NSD2 inh: blocks human histone methyltransferase NSD2 | O96028 | NSD2 peptide methylation, AlphaScreen, 120 min | inhibition, % at 12.5 µM | hit rate 0.54% among 310,000; in the data active means inhibition above about 50%
SR-BI HDL uptake: blocks mouse SR-BI lipid uptake from DiI-HDL; ldlA[mSR-BI] CHO cells, DiI-HDL uptake fluorescence, 3 h; inhibition, % at 12.5 µM; hit rate 0.96% among 320,000; Q61009;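 active means mean replicate inhibition of at least 70% and a set share of replicates each scoring 70 or more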;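 further: 0% = median of neutral control wells and 100% = median of positive control wells; values of inactives mirror those of a sister screen read the other way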
Target sequence (Q61009 whole entry, looked up): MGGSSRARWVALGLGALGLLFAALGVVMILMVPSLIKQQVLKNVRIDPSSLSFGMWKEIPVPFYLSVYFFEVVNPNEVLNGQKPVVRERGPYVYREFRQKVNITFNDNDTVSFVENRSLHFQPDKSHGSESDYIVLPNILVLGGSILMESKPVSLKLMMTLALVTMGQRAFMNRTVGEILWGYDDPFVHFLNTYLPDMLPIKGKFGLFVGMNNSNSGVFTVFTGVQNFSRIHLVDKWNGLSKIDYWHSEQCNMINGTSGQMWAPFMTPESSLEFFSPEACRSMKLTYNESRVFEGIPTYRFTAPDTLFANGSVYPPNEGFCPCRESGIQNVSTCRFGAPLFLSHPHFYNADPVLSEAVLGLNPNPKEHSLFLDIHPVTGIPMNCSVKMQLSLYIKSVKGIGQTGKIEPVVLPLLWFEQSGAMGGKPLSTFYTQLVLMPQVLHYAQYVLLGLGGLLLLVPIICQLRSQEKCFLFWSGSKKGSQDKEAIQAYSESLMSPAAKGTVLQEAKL
PvdQ inh: blocks Pseudomonas aeruginosa PvdQ acylase activity. purified PvdQ acylase, fluorescence plate reader. inhibition, % at 10 µM. AID 488965. hit rate 0.063% among 340,000; in the data active means inhibition above about 30%, passing the limit was not always enough;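 further: 0% = vehicle neutral wells and 100% = reference inhibitor wells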
Numbers without * were called inactive; · = not tested or not shown; & = joins results of further samples. Compounds were not picked by outcome (roughly 2.1% active in at least one column).

SMILES	LANA DNA inh	Arrestin-AP2 inh	SR-BI DiI-HDL act	PKA-R2B activ	Cardiac RTF inh	Keap1-Nrf2 PPI	DAGLB inhibitor	NSD2 inh	SR-BI HDL uptake	PvdQ inh
O=S(=O)(NCCc1ccccc1)c1ccc(Br)cc1	-0.5	4.8	4.4	-1.5	-10.5	-6.1	-3.5	-3.0	-4.4	-9.6
CCNC(=S)N(CCN(C)C)Cc1cc2cc(OCC)ccc2[nH]c1=O	2.1	16.8	25.0	1.2	-10.2	-5.6	0.7	15.6	-25.0	-10.9
N=c1sccn1CC(=O)N1N=C(c2ccc(Cl)cc2)CC1c1ccco1 (centres undefined)	-1.1	2.5	3.3	-3.6	-17.2	-8.9	1.4	3.0	-3.3	-30.8
CCOC(=O)c1c(-c2cccc([N+](=O)[O-])c2)csc1NC(=O)C1CCCCC1	3.2	19.3	-25.9	-4.4	1.4	0.9	-23.8	4.5	25.9	-2.4
O=C(CSc1cccc2cccnc12)N/N=C/c1ccncc1	0.7	11.2	-5.1	-9.3	-1.7	-5.1	-1.8	1.0	5.1	3.5
Cc1ccc(N(C(C)C(=O)O)S(=O)(=O)c2cccnc2)cc1 (centres undefined)	0.9	4.0	17.5	-6.4	-8.7	2.3	1.2	·	-17.5	-5.4
COc1ccc(NC(=O)C2CCN(C(=O)c3cccs3)CC2)cc1OC	-2.1	5.5	-6.4	-13.7	1.0	-6.1	-0.6	-1.4	6.4	-12.3
CC(C)CC1(C)NC(=O)NC1=O (centres undefined)	-2.3	1.6	12.3	2.4	-4.8	0.1	-1.0	-0.2	-12.3	-12.2
Cc1ccc(C(C)C)c(OCCCN2CC(C)OC(C)C2)c1 (centres undefined)	-1.2	0.8	-27.3	-7.8	-7.6	-3.2	-5.6	2.3	27.3	0.6
CCOC(=O)c1nn(-c2ccc(C)c(C)c2)c(=O)c(C#N)c1C	-0.7	-0.8	-19.2	-8.1	6.3	-3.8	-1.1	10.8	19.2	-2.6
CCOc1ccc(C(C)NC(=O)c2ccccc2F)cc1 (centres undefined)	-0.6	8.4	19.3	-7.5	-3.5	1.2	2.4	-1.2	-19.3	2.7
Cc1ccc(S(=O)(=O)NC(=O)COc2ccccc2)cc1	0.7	5.5	7.8	-0.8	-5.6	-2.3	-2.2	-2.7	-7.8	9.1
O=C(CNS(=O)(=O)c1ccccc1)Nc1ccccc1Br	2.5	-8.7	-2.7	-1.5	-2.8	-6.1	-2.1	-4.1	2.7	-12.0
Cc1ccc(N(Cc2ccc(C(=O)NCCSc3ccccn3)cc2)S(C)(=O)=O)cc1C	0.1	23.6	12.2	-9.8	-0.2	1.4	0.3	·	-12.2	0.4
CC1=CC(C)=Nc2ccc(C)cc2N1	-0.4&0.1	3.0&-8.6	23.9&-9.7	-12.5&-2.5	4.5&-2.8	-2.7&-3.5	-2.5&-3.2	-2.9	-23.9&9.7	-11.3&-6.1
Fc1ccccc1Nc1nc(N2CCOCC2)nc(N2CCOCC2)n1	0.0	-0.6	-19.3	-1.1	-5.0	-2.1	-3.1	-1.0	19.3	-4.8
COc1ccc(Cc2nnc(N/N=C/c3ccccc3O)[nH]c2=O)cc1OC	-0.9	·	-15.8	-3.8	-5.3	-5.1	2.3	-12.7	15.8	15.9
O=C(CSc1nnc(NC(=O)C2CC2)s1)Nc1ccccc1	15.3	0.3	24.0	-14.1	7.2	1.1	1.2	-6.3	-24.0	-4.4
O=C1C2C3C=CC(O3)C2C(=O)N1N=Cc1cccc2ccccc12 (centres undefined)	1.0	-9.1	6.7	-3.9	-11.2	4.3	0.7	-1.2	-6.7	-12.2
CCc1cc2c(NC3CCCC3)ncnc2s1	-1.3	7.6	-22.5	2.5	3.7	-3.8	-1.6	-3.2	22.5	9.3
CC1=NN(C(=O)Cc2ccc([N+](=O)[O-])cc2)C(O)(C(F)(F)C(F)(F)F)C1 (centres undefined)	-0.1	-3.8	10.2	-2.5	-3.9	-3.8	3.6	0.8	-10.2	-5.2
CN(Cc1ccccc1)C(=O)c1ccccc1C(=O)OCC(=O)N(Cc1ccccc1)C(C)(C)C	1.4	-1.4	-65.1	-1.3	-0.1	-8.6	-1.6	1.1	65.1	-8.9
CCOC(=O)c1cc(-c2ccc(F)cc2)n(CC(=O)NCc2cccnc2)c1C	0.0	-11.0	3.1	-4.9	-2.6	6.5	0.7	-2.5	-3.1	-5.5
O=C(c1cccs1)N1CCN(S(=O)(=O)Cc2ccccc2)CC1	0.2	0.6	-19.7	-12.5	14.9	-5.6	1.6	-1.5	19.7	-11.9
CN1CCN(C(=O)c2cn(C)c3ccc(S(=O)(=O)N(C)C4CCCCC4)cc3c2=O)CC1	0.3	5.0	15.1	-5.5	-4.8	-4.8	0.0	·	-15.1	17.3
Cn1cc(Br)c(NS(=O)(=O)c2ccc(Cl)s2)n1	0.3	6.9	-5.3	-11.6	0.5	1.0	0.1	1.0	5.3	-6.6
C[C@H](CO)N1C[C@H](C)[C@@H](CN(C)C(=O)Nc2ccccc2)Oc2c(NC(=O)c3ccncc3)cccc2C1=O	1.1	2.3	-10.7	-7.0	0.1	-8.4	-4.6	·	10.7	-13.5
CCOC(=O)C1CCCN(C(=O)/C=C/c2ccccc2[N+](=O)[O-])C1 (centres undefined)	0.9	-28.6	-3.2	-3.0	3.1	-0.7	-0.4	1.1	3.2	-12.4
C=CCNC(=O)c1onc(CSc2nc3ccccc3[nH]2)c1C(=O)NCC=C	-1.0	-9.7	14.1	2.8	-21.1	-0.8	0.4	·	-14.1	-15.1
CCC(OC(=O)C1=Cc2ccccc2OC1)C(=O)NC1CCCC1 (centres undefined)	-0.6	4.8	6.0	-8.0	-3.5	-2.0	-16.1	-1.1	-6.0	-8.5

Record cards, as listed above. Order of values: LANA DNA inh	Arrestin-AP2 inh	SR-BI DiI-HDL act	PKA-R2B activ	Cardiac RTF inh	Keap1-Nrf2 PPI	DAGLB inhibitor	NSD2 inh	SR-BI HDL uptake	PvdQ inh
`CN(Cc1ccccc1)C(=O)c1ccccc1C(=O)OCC(=O)N(Cc1ccccc1)C(C)(C)C` is entered as 1.4	-1.4	-65.1	-1.3	-0.1	-8.6	-1.6	1.1	65.1	-8.9
`CCC(OC(=O)C1=Cc2ccccc2OC1)C(=O)NC1CCCC1` (centres undefined) is entered as -0.6	4.8	6.0	-8.0	-3.5	-2.0	-16.1	-1.1	-6.0	-8.5

Further structures follow.
SMILES	LANA DNA inh	Arrestin-AP2 inh	SR-BI DiI-HDL act	PKA-R2B activ	Cardiac RTF inh	Keap1-Nrf2 PPI	DAGLB inhibitor	NSD2 inh	SR-BI HDL uptake	PvdQ inh
CCN(CC)S(=O)(=O)c1ccc(NC(=O)CCN2C(=O)C3CC=CCC3C2=O)cc1 (centres undefined)	2.5	-4.6	-7.2	-3.1	-7.6	-3.8	0.2	·	7.2	-25.8
N#C/C(=C(\O)CCl)c1nnc2n1CCCCC2	1.1	-2.6	13.7	-10.3	-7.4	0.7	-0.1	2.0	-13.7	-12.7
Cc1cc(=O)oc2c(CN3CCN(C)CC3)c(O)c(Cl)cc12	-0.9	7.0	21.4	2.5	-4.8	-1.8	4.8	1.3	-21.4	-31.1
Cc1nc2ccc(NC(=O)C3COc4ccccc4O3)cc2s1 (centres undefined)	-0.4	20.3	·	-6.7	-16.5	-1.7	-2.9	0.1	·	-3.0
Cc1ccc(C)c(OCC(O)CN2CCN(CCN3C(=O)c4cccc5cccc(c45)C3=O)CC2)c1 (centres undefined)	-1.3	30.0	-64.2	-1.1	-18.9	2.6	-0.6	-0.2	64.2	0.8
CCN(CC)C(=O)c1cc(Cl)ccn1	0.1	-2.1	24.2	-4.0	2.1	1.9	-0.6	-2.6	-24.2	-6.9
COc1ccc(-c2cn3c(C)c(C(=O)NCCN4CCOCC4)sc3n2)cc1	-1.8	8.9	-45.7	12.1	-2.3	0.3	2.8	1.9	45.7	-7.3
Cc1csc(NC(=O)C2=COCCO2)n1	-0.7	17.8	11.0	-4.6	-9.6	-1.1	-1.2	0.5	-11.0	-0.1
Cc1nc2nc[nH]c2cc1Br	0.4	1.7	9.7	12.7	-5.9	-3.2	-3.1	-1.5	-9.7	-23.2
CCOC(=O)CNC(=O)Cc1ccc(OC)cc1	0.0	5.2	14.4	2.3	-4.2	0.5	1.7	-3.4	-14.4	-7.7
O=C(O)CCCC(=O)N1CCc2cc(S(=O)(=O)NCc3ccc(F)cc3)ccc21	-1.1	2.7	19.6	-6.5	-13.7	-5.3	2.0	0.0	-19.6	-7.3
CCOc1ccc(N(CC(=O)NC2CCCC2)S(=O)(=O)c2c(C)noc2C)cc1	0.8	8.0	10.9	-7.3	-5.2	1.6	-2.8	·	-10.9	0.5
O=C(NCCC1=CCCCC1)C1CCC(CNS(=O)(=O)c2ccccc2)CC1 (centres undefined)	-0.9	5.7	-26.2	-10.5	-13.5	3.3	-0.2	0.2	26.2	-4.0
O=C(Nc1cccc(-c2nc3cccnc3s2)c1)c1ccco1	-1.5	0.1	-3.2	-14.2	9.4	-2.9	-3.1	-0.8	3.2	-2.3
CNC(=S)N1N=C(c2ccccc2)CC1c1ccc(Br)cc1 (centres undefined)	-0.9	-4.4	-26.6	-2.5	-6.0	1.3	-2.9	-0.5	26.6	-10.3
CCOC(=O)Cn1c(C)c(Br)c(=O)c2cccc(C)c21	-0.6	-9.4	6.0	4.6	-14.8	1.0	-8.6	2.1	-6.0	-6.3
COC(=O)Cc1cc(=O)oc2cc(OC)ccc12	0.1	24.9	-6.1	2.1	-2.2	0.0	-1.9	-6.7	6.1	-8.8
CCN(Cc1ccccc1)C(=O)C1CCN(C/C(C)=C/c2ccccc2)CC1	1.4	19.2	-0.6	1.5	12.6	3.5	-0.7	12.5	0.6	8.1
S=C(Nc1ccccc1)N1CCN(C/C=C/c2ccccc2)CC1	-0.8	-16.5	-0.6	-6.2	-13.1	-8.9	-0.8	-0.8	0.6	-14.0
Cc1ccc(Cn2cccc(-c3nc4ccccc4s3)c2=O)cc1	-2.5	3.6	1.8	4.5	-3.2	-6.4	-5.1	-3.3	-1.8	5.1
O=[N+]([O-])c1ccc(C[n+]2ccc(Cc3ccccc3)cc2)cc1	0.4	-0.8	16.5	-0.5	0.0	-5.6	-0.6	-4.9	-16.5	-6.2
CCC1CN2CCc3cc(OC)c(OC)cc3C2CC1CC1c2cc(OC)c(OC)cc2CCN1C(=O)C(Cc1c[nH]c2ccccc12)NC(=O)OC(C)(C)C (centres undefined)	-5.1	-5.8	21.4	4.8	-15.6	-36.3	-0.3	3.4	-21.4	-7.7
CC(=O)c1cc(NC(=O)c2cccc(C(F)(F)F)c2)c(=O)oc1/C=C/N(C)C	0.3	12.4	-28.9	-7.5	-12.0	-0.4	-5.8	1.5	28.9	-12.2
O=C(COC(=O)C1CC2CCCC(C1)C2=O)NNC(=O)c1ccc([N+](=O)[O-])cc1 (centres undefined)	-0.8	-7.8	23.1	-10.4	2.6	-1.9	-0.9	8.9	-23.1	-15.6
O=C(Cn1nnc2ccccc2c1=O)NCc1ccc(Cl)cc1	-0.5	19.8	7.3	-5.9	-3.0	1.1	1.8	·	-7.3	6.4
